Lipid droplet: inhibitors of hepatocyte lipid droplet formation, primary screen, imaging, high-throughput imaging, BODIPY stain; inhibition, % at 6.5 µM; AML12 mouse hepatocytes, oleate lipid droplets; 0.4% of 240,000 active;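 active = lipid droplet intensity inhibited by at least 50%, with more than 500 cells counted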
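Technique: fluorescence imaging, 20x objective, two fields per well / Assay system: AML12 hepatocytes (mouse) / Measure: % inhibition of lipid droplet signal / Doses: 6.5 µM single-point dosing / Incubation: overnight exposure / Reagent: 100 µM oleic acid challenge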
PMI inhibition: human PMI inhibitors, high substrate, primary screen, biochemical, fluorescence intensity, high mannose 6-phosphate (AID 1220); 0.66% of 190,000 active; one-dose inhibition, % at 20 µM; IC50 in µM for titrated hits; Mannose-6-phosphate isomerase (Homo sapiens); recombinant PMI enzyme, coupled fluorescence intensity; higher % means a stronger effect
WT yeast gro inh: growth inhibition of WT strain, primary screen, mitochondrial fusion inhibitor project, WT and mutant strains, chemical genetic | 2.1% of 190,000 active | mitochondrial fusion phenotypic screen | AID 1362, 2008 | inhibition, % at 10 µM; in the data active = inhibition above about 58%; tested in S. cerevisiae
UTI89 phage lysis: inhibition of K1F phage lysis, E. coli UTI89, bacterial capsule biogenesis inhibitors, alamar blue (AID 488966); one-dose inhibition, % at 100 µM; IC50 in µM for titrated hits; E. coli UTI89 K1F phage lysis, alamar blue, 2 h; higher % means a stronger effect; 0.02% of 340,000 active;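 active = phage lysis inhibition, versus mean bacterial control, above a set limit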;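 note: capsule biogenesis inhibitors block K1F phage lysis so surviving cells raise fluorescence; higher fluorescence means more inhibition of phage lysis; actives were called in the ten point dose series up to 300 µM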
Myeloid diff 2: induction of myeloid progenitor differentiation, primary screen, cell-based, flow cytometry, MLPCN library. 1% of 360,000 active. calls only at 10 µM. ER-HoxA9 myeloid progenitors, lysozyme-GFP differentiation;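 active = normalized GFP-positive differentiation at or above the plate's own cutoff, the solvent-only control mean plus 3 SD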;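 note: cells exposed to compound for four days before flow analysis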
CSM14.1 death rescue: rescue of cells from ER stress-induced death, primary screen, 384-well, CSM14.1, thapsigargin, ATP luminescence (AID 1222); CSM14.1 thapsigargin-induced death rescue, ATP luminescence; higher % means a stronger effect; 190,000 tested, under 10 active; one-dose cellular ATP content (survival), % at 20 µM; EC50 in µM for titrated hits;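 active = EC50 below 50 µM in the dose-response confirmation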;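 note: death triggered by thapsigargin at about 15 µM added after 2 h compound pretreatment; cell ATP read after overnight thapsigargin exposure of roughly 18 to 22 hours; normalized against plate controls of thapsigargin alone and 5% DMSO vehicle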
TNAP activators: human TNAP enzyme activators, primary screen, biochemical, luminescent, no phosphate acceptor, uHTS (AID 1001) | Alkaline phosphatase, tissue-nonspecific isozyme (Homo sapiens) | purified TNAP, luminescent activation assay, no phosphate acceptor; higher activation fold means a stronger effect | activation fold at 20 µM; hits with a dose series show EC50 in µM | 0.03% of 200,000 active; in the data active = activation fold from about 3, or a potency from the dose series; inactive = the rest, 99 in 100 with activation fold below about 1.6; note: many of its hits are not listed in these tables
P. falciparum M1AAP: P. falciparum M1AAP inhibitors, biochemical, fluorogenic H-Leu-NHMec substrate, 1536-well (AID 1445). Aminopeptidase N (Plasmodium falciparum (isolate 3D7)). recombinant M1AAP, H-Leu-NHMec fluorogenic kinetic assay; higher % means a stronger effect. inhibition, % at 30 µM, or IC50 in µM where a hit was titrated. 0.42% of 220,000 active;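 active = primary inhibition above the hit cutoff, then over 50% inhibition at one or more dose response concentrations, cut at about 23% in these data, passing the limit was not always enough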;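 note: plate controls were DMSO full reaction for no effect and no enzyme background for full effect; strong numbers were not always called active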
PMI inhibitors: inhibitors of human PMI, primary screen, biochemical, fluorescence intensity, coupled assay (AID 1209); 0.42% of 190,000 active; one-dose inhibition, % at 20 µM; IC50 in µM for titrated hits; purified PMI enzyme, coupled fluorescence intensity; higher % means a stronger effect; Mannose-6-phosphate isomerase (Homo sapiens);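 note: plate controls were DMSO vehicle for no effect and wells lacking substrate for full effect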
WT yeast gro inh mutant strain: recorded beside WT yeast gro inh, whose call it bears; inhibition, %; mitochondrial fusion phenotypic screen, mutant strain inhibition
Lipid droplet cells 6.5 µM: further read-out of Lipid droplet, marked with its call; cell count; measured here: cell count, cytotoxicity flag;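 cells counted across two imaged fields per well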
Myeloid diff 2 GFP+ MAC1+ %: second read-out of Myeloid diff 2, no call of its own (marks repeat the call); GFP+ MAC1+ double positive, %; measured here: differentiation confirmed by MAC1 staining
Starred values were filed as active, the others as inactive; i = inactive; · = not tested or not shown; [ ] = another dose, or the depositor's remark. Cut-off read from the data, not from the text of the source, unless noted: active = inhibition above about 50%; inactive = the rest.

SMILES	Lipid droplet	Lipid droplet cells 6.5 µM	PMI inhibition	WT yeast gro inh	WT yeast gro inh mutant strain	UTI89 phage lysis	Myeloid diff 2	Myeloid diff 2 GFP+ MAC1+ %	CSM14.1 death rescue	TNAP activators	P. falciparum M1AAP	PMI inhibitors
O=[N+]([O-])c1ccccc1S(=O)(=O)n1cnc2ccccc21	0	570	·	-17	0	·	i	0.4	-0.3%	1.1	1%	·
Cc1ccc(-c2nnc(SCC#CCOC(=O)c3ccco3)o2)cc1	-15	808	4%	16	14	0.6%	i	1.2	-5.5%	1.1	0%	7%
CC1Cc2ccccc2N1C(=O)Cn1cnc2ccccc21 (stereo unspecified)	5	700	-2%	-3	-9	0.1%	i	0.3	-0.8%	1	0%	-4%
N#CC1=C(SCc2ccccc2)NC2=C(C(=O)CCC2)C1c1ccc2c(c1)OCO2 (stereo unspecified)	·	·	-29%	8	-18	5.8%	i	1.5	-0.2%	1	9%	-16%
CCC(C)(CC(=O)N(C)CCC#N)c1ccccc1 (stereo unspecified)	-3	691	16%	-5	-7	0.5%	i	0.8	-1.0%	1.2	0%	16%
O=C(NNC(=S)Nc1ccccc1)NNC(=S)Nc1ccccc1	1	645	5%	-1	25	0.7%	i	0.4	1.6%	1.5	3%	8%
O=C1CC(N2CCN(c3ccccc3O)CC2)C(=O)N1Cc1ccccc1 (stereo unspecified)	1	648	23%	2	13	0.8%	i	0.7	-1.3%	1	2%	10%
Cc1ccc(-c2nnn(CC(=O)N(CC(=O)NCC3CCCO3)c3ccccc3)n2)o1 (stereo unspecified)	-16	626	4%	9	11	4.0%	i	6.9	·	1.1	16%	10%
O=c1oc2ccccc2c(NCc2ccccc2F)c1[N+](=O)[O-]	-21	647	-11%	2	-3	1.1%[50 µM]	i	0.3	-0.1%	0.9	7%	-2%
COCC(=O)OCC(=O)Nc1cc(C)c(C)cc1[N+](=O)[O-]	0	718	24%	-5	-6	0.0%	i	0.8	-1.1%	1	2%	-6%
COc1cccc(N2CCN(Cc3cccnc3)CC2)c1	·	·	1%	-5	-15	8.9%	i	0.3	-1.7%	1.1	4%	7%
Cc1cccc(S(=O)(=O)NNC(=O)c2sc(C)nc2C)c1	16	617	-1%	-4	-15	0.0%	i	0.4	-3.1%	1	0%	8%
O=C(Cc1ccc(Cl)cc1)NCC(=O)N1CCCCC1	-12	694	9%	-11	13	0.1%	i	0.2	-1.4%	1.1	5%	10%
CC(C)Oc1ccc(C(=O)N(Cc2ccco2)C2CCS(=O)(=O)C2)cc1 (stereo unspecified)	·	·	5%	0	2	0.2%	i	4.9	2.0%	1.1	2%	4%
COCCNC(=O)c1ccc(Cl)c(Cl)c1	19	687	6%	13	-11	2.2%	i	13	-2.0%	1.1	5%	8%
COc1ccc(-c2coc3cc(OC)cc(OC)c3c2=O)cc1	-1	704	0%	3	3	10.0%	i	3.0	0.7%	1	3%	5%
COC(=O)c1ccc(S(=O)(=O)NCc2ccco2)o1	13	733	·	·	·	-1.5%	i	0.6	·	·	1%	·
CCOC(=O)c1[nH]c(C)c(CN(Cc2ccco2)C(=O)C(F)(F)F)c1C	·	·	5%	11	-8	-1.3%	i	0.5	1.0%	1.1	5%	8%
CCCc1nc2sc3c(c2c(=O)n1NC(=O)CCC(=O)OC)CCCC3	6	730	·	·	·	-0.3%	i	0.5	·	·	3%	·
CC1=CC(C)(C)N(C(=O)CN2C(=O)CCC2=O)c2ccccc21	1	747	-1%	-6	-13	0.3%	i	0.3	0.1%	1.1	5%	4%
CC(/C=C/c1ccccc1)=N/NC(=O)CNC(=O)c1ccc2c(c1)OCO2	·	·	-3%	30	9	-0.2%	i	0.5	0.9%	1.1	2%	-1%
CC1CN(Cc2ccccc2)c2nc3c(c(=O)[nH]c(=O)n3C)n2C1 (stereo unspecified)	-9	748	·	·	·	0.6%	i	0.5	·	·	9%	·
CCOC(=O)c1c(-c2ccc(-c3ccccc3)cc2)csc1NC(=O)CCN1CCOCC1	-5	600	12%	10	36	4.4%	i	1.4	1.1%	1.1	2%	17%
CN1CCCC1CCNS(=O)(=O)c1ccc(Br)cc1 (stereo unspecified)	-5	726	-7%	0	-21	0.8%	i	0.1	-0.2%	1	-5%	-3%
Cc1nc2c(n1C1CCCCC1)C(=O)c1ccccc1C2=O	·	·	35%	9	6	-0.7%	i	2.0	-0.8%	0.8	1%	-1%
CCCCSc1ncc(C(=O)OCC)c(N)n1	10	772	9%	1	-14	1.1%	i	0.6	-1.2%	1.1	-4%	7%
CS(=O)(=O)Nc1ccc(C(=O)NCCSC2CCCCC2)cc1	19	720	0%	-9	-5	0.6%	i	7.3	-1.0%	1.3	1%	4%
CC(NC(=O)C1CCCCC1)c1ccc2c(c1)OCCO2 (stereo unspecified)	16	722	6%	6	16	-0.4%	i	0.8	-0.5%	1.1	3%	9%
COc1ccc(O)c(C2=Nc3ccccc3N=C(c3ccco3)C2)c1	·	·	40%	16	21	-0.3%	·	·	3.2%	1	7%	11%
CC1CN(C(=S)SCCN2Cc3ccccc3C2=O)CC(C)O1 (stereo unspecified)	-4	682	8%	4	-2	3.9%[50 µM]	i	0.3	1.0%	0.9	-1%	10%
COc1ccc(CNC(=O)CN2CCC(C(=O)c3ccc(OC)cc3)CC2)cc1	·	·	16%	4	3	1.4%	i	5.8	0.4%	1.1	-3%	13%
CCOc1ccccc1NC(=O)COC(=O)c1cccc(-c2ccc(OC(C)=O)cc2)c1	-26	601	12%	10	4	1.7%	i	0.2	0.4%	1	-2%	14%
c1ccc2sc(NC3=NCN(CCN4CCOCC4)CN3)nc2c1	5	704	2%	-2	11	0.7%	i	0.9	-0.2%	1	-3%	0%
CC1=CC(C)(C)N2C(=O)C3(C(C#N)=C(N)Oc4cc(O)ccc43)c3c(C)c(C)cc1c32 (stereo unspecified)	-8	759	12%	7	0	7.7%	i	1.9	0.4%	1	3%	14%
Fc1ccc(N/N=C(/c2ccccc2)c2ccccn2)cc1	21	731	-104%	51	22	2.0%[50 µM]	i	0.9	2.8%	1.1	8%	-38%
O=C(N/N=C/c1cccs1)c1ccc2ncccc2c1	3	694	1%	8	1	1.1%	i	0.4	-1.0%	1	9%	-1%
COc1ccc(C(=O)NC(C)c2nnc(SCC(=O)Nc3nc(C)cs3)n2C)cc1 (stereo unspecified)	-9	719	4%	-4	-1	0.9%	i	5.7	-0.5%	1.1	-5%	9%
CCOc1ccc(Nc2nnc(Cc3ccc(OC)cc3)c(=O)[nH]2)cc1	-8	683	6%	-1	2	-0.2%	i	0.2	0.3%	1.1	1%	11%
NNc1nc(-c2ccccc2)cc(-c2ccccc2)n1	16	712	-3%	70*	56*	0.3%	i	0.2	8.1%	1	7%	7%
CNC(=S)Nc1cc(C(F)(F)F)ccc1Cl	-8	622	-6%	-7	-13	0.9%[50 µM]	i	0.9	0.1%	1.1	0%	-6%
CC(C)CCOCC(=O)Oc1ccccc1C(=O)O	·	·	-5%	19	59	i	i	0.9	-0.2%	1.2	-2%	-6%
CCC(CC)c1nnc(NC(=O)c2ccc(N3CCCCC3)c([N+](=O)[O-])c2)s1	-3	504	8%	24	-10	0.3%	i	0.1	-0.7%	0.9	-10%	6%
CC(C)CCNC(=O)CSc1nc2ccccc2c(=O)[nH]1	2	769	0%	12	21	0.3%	i	7.3	-1.3%	1.1	1%	4%
CC(=O)c1cccc(NC(=O)C2CC(=O)N(c3cccc(C)c3C)C2)c1 (stereo unspecified)	·	·	-3%	·	·	-2.4%	i	3.4	0.9%	1.1	-3%	3%
COc1ccc(/C(N)=N/OC(=O)CSc2ccc(C)cc2)cc1	0	752	10%	4	-11	1.3%	i	5.8	0.4%	1.2	-2%	13%
COc1ccccc1NC(=O)c1cnc2c(-c3ccccc3)c(C)nn2c1C	18	666	9%	7	-12	0.5%	i	0.5	2.9%	1	8%	16%
CC(CCc1ccccc1)NCC#N (stereo unspecified)	-17	687	·	·	·	0.1%	i	0.3	·	·	1%	·
CCC1(C)Cc2c(sc3[nH]c(=O)[nH]c(=O)c23)CS1 (stereo unspecified)	·	·	-12%	0	34	-0.1%[50 µM]	i	0.4	-0.8%	1.1	18%	-23%
c1ccc(N2CCN(c3nc(-c4ccccn4)nc4ccccc34)CC2)cc1	·	·	6%	75	79	7.3%	i	0.6	-0.5%	1	6%	10%
Cc1cc(CNC(=O)CC2C(=O)NCCN2Cc2ccccc2C(F)(F)F)nn1C (stereo unspecified)	25	651	·	0	16	0.1%	i	1.4	0.8%	1.1	5%	·
Next compounds:
SMILES	Lipid droplet	Lipid droplet cells 6.5 µM	PMI inhibition	WT yeast gro inh	WT yeast gro inh mutant strain	UTI89 phage lysis	Myeloid diff 2	Myeloid diff 2 GFP+ MAC1+ %	CSM14.1 death rescue	TNAP activators	P. falciparum M1AAP	PMI inhibitors
CCCNC(=O)Nc1cc(S(=O)(=O)CC)ccc1O	-10	680	·	·	·	0.6%	i	0.2	·	·	2%	·
CCC(C)(C)NC(=O)CN(Cc1cccs1)C(=O)CNS(=O)(=O)c1ccc(C)cc1	1	741	-8%	-12	4	12%	i	0.6	-1.2%	1	1%	-4%
O=C(Cn1cccc1)N1CCc2ccccc21	·	·	2%	3	8	2.8%	i	5.7	-0.6%	1.2	-2%	2%
Cc1ccc(C)c(N(C(=O)Cn2nnc3ccccc32)C(C(=O)NC(C)(C)C)c2ccsc2)c1 (stereo unspecified)	·	·	-10%	7	4	6.1%	i	0.9	-1.3%	1	-4%	-6%
COc1ccc(Cl)cc1NC(=O)CCN1CCOCC1	-2	672	·	·	·	0.0%	i	0.3	·	·	-3%	·

Four structures already listed, ordered by molar mass, highest first:
SMILES	Lipid droplet	Lipid droplet cells 6.5 µM	PMI inhibition	WT yeast gro inh	WT yeast gro inh mutant strain	UTI89 phage lysis	Myeloid diff 2	Myeloid diff 2 GFP+ MAC1+ %	CSM14.1 death rescue	TNAP activators	P. falciparum M1AAP	PMI inhibitors
Cc1ccc(C)c(N(C(=O)Cn2nnc3ccccc32)C(C(=O)NC(C)(C)C)c2ccsc2)c1 (stereo unspecified)	·	·	-10%	7	4	6.1%	i	0.9	-1.3%	1	-4%	-6%
c1ccc(N2CCN(c3nc(-c4ccccn4)nc4ccccc34)CC2)cc1	·	·	6%	75	79	7.3%	i	0.6	-0.5%	1	6%	10%
CCCNC(=O)Nc1cc(S(=O)(=O)CC)ccc1O	-10	680	·	·	·	0.6%	i	0.2	·	·	2%	·
O=C(Cn1cccc1)N1CCc2ccccc21	·	·	2%	3	8	2.8%	i	5.7	-0.6%	1.2	-2%	2%

Screening data from PubChem.
